Compound activity from PubChem BioAssay.
TROY signal inh – TROY signaling inhibition; AID 1347056; inhibition, % at 10 µM; hit rate 0.98% among 360,000; Q293 LMP1-TROYcd NF-kB luciferase reporter, 4 h;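 active = compounds whose plate-normalised and pattern-corrected inhibition of the luciferase reporter signal at the single screening dose is 50% or more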
COUP-TFII inh – inhibitors of human COUP-TFII (NR2F2) | inhibition, % at 8.6 µM | hit rate 0.7% among 370,000 | AID 686940 | HEK293T NGFI-A luciferase reporter, luminescence | P24468;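 active = inhibition above a per-plate cutoff, mean inhibition of test wells between control levels plus 3 SD, cut at about 38% in these data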;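 also: cells cotransfected with COUP-TFII expression vector driving the NGFI-A reporter; 0% = median of COUP-TF2 test wells and 100% = reporter-only cells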
NR5A2 inv ag – suppresses constitutive activity of human LRH-1. HEK293T StAR-luciferase reporter, LRH-1 transfected, 24 h. hit rate 0.13% among 360,000. inhibition, % at 3.6 µM. O00482;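 active = inhibition above the mean inhibition of all tested compounds plus 3 SD, cut at about 73% in these data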;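 also: 0% = DMSO wells and 100% = reporter-only cells lacking LRH-1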
EBV LMP1 NFkB – reduces LMP1-driven NF-kappaB luciferase signal. inhibition, % at 12.5 µM. LMP1-induced NF-kappaB luciferase reporter cells, luminescence. hit rate 0.69% among 350,000. AID 504558; in the data active = inhibition above about 41%;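 also: 0% = neutral control wells and 100% = reference inhibitor control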
NCOA1 inh – inhibits human SRC1 coactivator; hit rate 0.12% among 360,000; inhibition, % at 3.6 µM; HEK293 GAL4-SRC1 luciferase reporter, luminescence;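 active = inhibition above the campaign mean plus 3 SD, with each screening campaign given its own cutoff, cut at about 60% in these data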;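 also: 0% = DMSO treated cells and 100% = gossypol at 36 µM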
Target sequence (Q15788 whole entry, looked up, the tested form may be a part): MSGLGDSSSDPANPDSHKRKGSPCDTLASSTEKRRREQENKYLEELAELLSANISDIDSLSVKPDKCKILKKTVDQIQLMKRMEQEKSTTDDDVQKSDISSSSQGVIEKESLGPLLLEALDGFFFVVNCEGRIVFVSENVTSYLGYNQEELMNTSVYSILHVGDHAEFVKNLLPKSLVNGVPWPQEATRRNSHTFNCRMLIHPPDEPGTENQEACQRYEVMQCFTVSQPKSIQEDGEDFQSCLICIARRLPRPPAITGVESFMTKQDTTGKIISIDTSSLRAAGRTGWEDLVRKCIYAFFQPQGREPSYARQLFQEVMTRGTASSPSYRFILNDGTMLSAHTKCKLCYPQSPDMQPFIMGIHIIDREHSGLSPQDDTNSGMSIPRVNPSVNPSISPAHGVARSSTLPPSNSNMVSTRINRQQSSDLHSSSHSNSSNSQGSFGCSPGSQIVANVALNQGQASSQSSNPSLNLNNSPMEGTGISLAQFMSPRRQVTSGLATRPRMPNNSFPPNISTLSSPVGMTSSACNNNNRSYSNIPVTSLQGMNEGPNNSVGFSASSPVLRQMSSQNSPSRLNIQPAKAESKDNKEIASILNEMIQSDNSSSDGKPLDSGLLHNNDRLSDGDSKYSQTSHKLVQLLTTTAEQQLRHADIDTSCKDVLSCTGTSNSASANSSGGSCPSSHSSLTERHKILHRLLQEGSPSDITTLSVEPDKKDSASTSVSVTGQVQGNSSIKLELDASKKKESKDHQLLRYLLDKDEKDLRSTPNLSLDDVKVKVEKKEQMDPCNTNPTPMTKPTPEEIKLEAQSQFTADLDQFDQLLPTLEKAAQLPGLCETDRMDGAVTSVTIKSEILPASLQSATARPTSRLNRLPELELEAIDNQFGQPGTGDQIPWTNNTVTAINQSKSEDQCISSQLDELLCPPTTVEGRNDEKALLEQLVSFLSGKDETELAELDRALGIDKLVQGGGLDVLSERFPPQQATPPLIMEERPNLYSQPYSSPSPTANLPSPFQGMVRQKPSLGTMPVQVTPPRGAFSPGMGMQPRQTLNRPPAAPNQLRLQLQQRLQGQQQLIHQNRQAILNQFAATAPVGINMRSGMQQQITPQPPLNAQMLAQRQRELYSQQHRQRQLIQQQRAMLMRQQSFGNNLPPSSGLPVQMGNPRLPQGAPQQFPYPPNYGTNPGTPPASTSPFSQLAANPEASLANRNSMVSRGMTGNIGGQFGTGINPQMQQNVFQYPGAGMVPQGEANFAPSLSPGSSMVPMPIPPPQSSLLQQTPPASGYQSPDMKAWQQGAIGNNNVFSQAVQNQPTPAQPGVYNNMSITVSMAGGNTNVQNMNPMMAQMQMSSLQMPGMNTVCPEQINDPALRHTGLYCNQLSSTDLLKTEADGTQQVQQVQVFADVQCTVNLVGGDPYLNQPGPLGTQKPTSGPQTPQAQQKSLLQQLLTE
SRC2 inh – inhibits human steroid receptor coactivator 2; AID 651957; Q15596; HEK293 GAL4-SRC2 luciferase reporter, luminescence; hit rate 0.17% among 370,000; inhibition, % at 9 µM;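 active = inhibition above the mean inhibition of all tested compounds plus 3 SD, set per campaign, cut at about 52% in these data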;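 also: 0% = DMSO treated cells and 100% = cells given Gossypol at 36 µM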
C8 TRAIL sens – caspase-8 TRAIL sensitization | inhibition (viability loss, TRAIL sensitization), % at 10 µM | NB7+C8 cells + TRAIL, ATPlite viability luminescence | hit rate 1% among 360,000;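 active = compounds causing at least 50% loss of cell viability in the single-dose screen, relative to plate controls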
NOD2 RIPK2 PPI – NOD2-RIPK2 protein interaction inhibition. CHO BLA complementation NOD2-RIPK2, CCF4 ratio. O43353. hit rate 0.38% among 360,000. inhibition, % at 4.98 µM. AID 624267; in the data active = inhibition above about 21%;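 also: 0% = vehicle only and 100% = reference blocker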
TWEAK Fn14 block – inhibitors of TWEAK-Fn14 interaction signaling. hit rate 2% among 360,000. TWEAK-stimulated Fn14 reporter cells, luciferase luminescence, 8 h. inhibition, % at 10 µM; in the data active = inhibition above about 50%
TLR9-MyD88 inh – TLR9-MyD88 interaction inhibition | CHO BLA complementation TLR9-MyD88, CCF4 FRET ratio | inhibition, % at 4.98 µM | hit rate 0.21% among 340,000 | AID 504734;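 active = inhibition above the mean over all tested compounds plus 3 SD, cut at about 21% in these data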;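 also: 0% = DMSO only wells and 100% = clavulanate BLA inhibitor control wells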
NCOA3 inh – inhibitors of human steroid receptor coactivator 3 (SRC3); HEK293 GAL4-SRC3 luciferase reporter, luminescence; inhibition, % at 3.6 µM; hit rate 0.17% among 360,000; AID 588352;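 active = inhibition above a per-campaign cutoff, the mean of all compounds plus 3 SD, cut at about 60% in these data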;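 also: 0% = DMSO-treated cells and 100% = gossypol-treated cells at 36 µM; higher means less SRC3-driven luciferase light from the GAL4 reporter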
Active calls of the source: *.

`CN(C)CCN(CC1CCCN(Cc2ccccc2F)C1)C(=O)Cc1ccccc1F` (stereo not given) gave TROY signal inh -15, COUP-TFII inh 10, NR5A2 inv ag -7, EBV LMP1 NFkB -7, NCOA1 inh -3, SRC2 inh 4, C8 TRAIL sens -9, NOD2 RIPK2 PPI 0, TWEAK Fn14 block 11, TLR9-MyD88 inh 1 and NCOA3 inh -14.
Screening COC(=O)c1ccc(N=C(c2ccccc2)c2c(O)n(C)c(=O)n(C)c2=O)cc1 returned TROY signal inh -3, COUP-TFII inh -16, NR5A2 inv ag -13, EBV LMP1 NFkB -10, NCOA1 inh -9, SRC2 inh 1, C8 TRAIL sens 10, NOD2 RIPK2 PPI -7, TWEAK Fn14 block 6, TLR9-MyD88 inh -3 and NCOA3 inh 15.
For CC12CC[C@H]3[C@@H](CCC4(O)C[C@H](O)CCC34/C=N/NC(=O)c3ccccc3F)C1(O)CCC2C1=CC(=O)OC1 (stereo not given in full) the results were TROY signal inh -13, COUP-TFII inh 13, NR5A2 inv ag -35, EBV LMP1 NFkB 2, NCOA1 inh -6, SRC2 inh -38, C8 TRAIL sens 18, NOD2 RIPK2 PPI -6, TWEAK Fn14 block 95*, TLR9-MyD88 inh 0 and NCOA3 inh -2.
Clc1ccc(Cn2ccnc2)cn1 was read as TROY signal inh 9, COUP-TFII inh -16, NR5A2 inv ag -5, EBV LMP1 NFkB -4, NCOA1 inh 13, SRC2 inh -4, C8 TRAIL sens -1, NOD2 RIPK2 PPI -1, TWEAK Fn14 block 4, TLR9-MyD88 inh 11 and NCOA3 inh 13.
`O=C1CC(c2cccnc2)=NN1c1ccc(Cl)cc1Cl` gave TROY signal inh -2, COUP-TFII inh 10, NR5A2 inv ag -4, EBV LMP1 NFkB -2, NCOA1 inh 0, SRC2 inh 3, C8 TRAIL sens -10, NOD2 RIPK2 PPI 8, TWEAK Fn14 block -1, TLR9-MyD88 inh -5 and NCOA3 inh -9.
COc1ccccc1-n1c(-c2ccccc2F)nc2ccccc2c1=O was read as TROY signal inh 6, COUP-TFII inh 11, NR5A2 inv ag -10, EBV LMP1 NFkB 2, NCOA1 inh 8, SRC2 inh -11, C8 TRAIL sens -2, NOD2 RIPK2 PPI 16, TWEAK Fn14 block 6, TLR9-MyD88 inh -3 and NCOA3 inh 15.
CCn1c(=N)n(Cc2ccccc2F)c2ccccc21 was read as TROY signal inh -3, COUP-TFII inh 5, NR5A2 inv ag -7, EBV LMP1 NFkB -4, NCOA1 inh -3, SRC2 inh -30, C8 TRAIL sens 0, NOD2 RIPK2 PPI 4, TWEAK Fn14 block -7, TLR9-MyD88 inh -3 and NCOA3 inh 22.
For CN1CCN(c2ccc([N+](=O)[O-])c(NCC3CCCO3)c2)CC1 (stereo not given) the results were TROY signal inh -7, COUP-TFII inh 4, NR5A2 inv ag 3, EBV LMP1 NFkB 5, NCOA1 inh -8, SRC2 inh -10, C8 TRAIL sens 3, NOD2 RIPK2 PPI 1, TWEAK Fn14 block 5, TLR9-MyD88 inh -8 and NCOA3 inh 1.
O=C1NCN(c2ccccc2)C12CCN(C(c1cc3ccccc3o1)c1nnnn1Cc1ccccc1)CC2 (stereo not given) was read as TROY signal inh -11, COUP-TFII inh -12, NR5A2 inv ag 3, NCOA1 inh 8, SRC2 inh -4, C8 TRAIL sens -10, NOD2 RIPK2 PPI 1, TWEAK Fn14 block 35 and NCOA3 inh 18.
For C=Cc1cc(OC)c2c(c1)c(=O)oc1c2cc(OC)c2c(O)ccc(C3OC(C)C(O)C(C)(O)C3O)c21 (stereo not given) the results were TROY signal inh -5, COUP-TFII inh 59*, NR5A2 inv ag 27, EBV LMP1 NFkB 88*, NCOA1 inh 34, SRC2 inh 66*, C8 TRAIL sens 40, NOD2 RIPK2 PPI 5, TWEAK Fn14 block 91*, TLR9-MyD88 inh -4 and NCOA3 inh 38.
`CCCCn1c(N)c(C(=O)NCc2cccs2)c2nc3ccccc3nc21` gave TROY signal inh 68*, COUP-TFII inh 6, NR5A2 inv ag 30, EBV LMP1 NFkB -8, NCOA1 inh 11, SRC2 inh 31, C8 TRAIL sens -4, NOD2 RIPK2 PPI -21, TWEAK Fn14 block 35, TLR9-MyD88 inh -26 and NCOA3 inh -3.
Screening CN(C)C(=O)On1c(-c2ccccc2)nc2ccc(Cl)cc21 returned TROY signal inh -66, COUP-TFII inh -20, NR5A2 inv ag -52, EBV LMP1 NFkB -10, NCOA1 inh -43, SRC2 inh -32, C8 TRAIL sens 12, NOD2 RIPK2 PPI 3, TWEAK Fn14 block 1, TLR9-MyD88 inh 6 and NCOA3 inh -44.
`COC(=O)c1ccc(-n2c(C)nc3ccccc3c2=O)cc1` gave TROY signal inh -8, COUP-TFII inh 6, NR5A2 inv ag -7, EBV LMP1 NFkB -3, NCOA1 inh -12, SRC2 inh -29, C8 TRAIL sens -1, NOD2 RIPK2 PPI 0, TWEAK Fn14 block -4, TLR9-MyD88 inh -9 and NCOA3 inh -1.
`O=C1NC(=O)N(c2ccc3c(c2)OCO3)C(=O)/C1=C/c1ccsc1` gave TROY signal inh -8, COUP-TFII inh -16, NR5A2 inv ag -17, EBV LMP1 NFkB -3, NCOA1 inh 2, SRC2 inh -9, C8 TRAIL sens -1, NOD2 RIPK2 PPI 4, TWEAK Fn14 block 0, TLR9-MyD88 inh -2 and NCOA3 inh 22.
Cc1cc([P+](=O)O)c(C)n1-c1ccc(Br)cc1 was read as TROY signal inh -2, COUP-TFII inh 3, NR5A2 inv ag -49, EBV LMP1 NFkB -33, NCOA1 inh -10, SRC2 inh -10, C8 TRAIL sens 1, NOD2 RIPK2 PPI -15, TWEAK Fn14 block 2, TLR9-MyD88 inh -6 and NCOA3 inh 0.
Screening COC(=O)C1=C(c2cccc(C#N)c2)C[C@@H]2CC[C@H]1N2C(=O)NCc1cc(C)oc1C(F)(F)F returned TROY signal inh -13, COUP-TFII inh 11, NR5A2 inv ag -3, EBV LMP1 NFkB 3, NCOA1 inh 12, SRC2 inh 4, C8 TRAIL sens -2, NOD2 RIPK2 PPI 2, TWEAK Fn14 block -3, TLR9-MyD88 inh 10 and NCOA3 inh 6.
COC(=O)C1=C(c2cccc(OC)c2OC)C[C@@H]2CC[C@H]1N2C(=O)NCc1cccc2ccccc12 was read as TROY signal inh -25, COUP-TFII inh -1, NR5A2 inv ag -6, EBV LMP1 NFkB -3, NCOA1 inh -8, SRC2 inh 1, C8 TRAIL sens 3, NOD2 RIPK2 PPI 1, TWEAK Fn14 block -1, TLR9-MyD88 inh 1 and NCOA3 inh 3.
`COC(=O)C1=C(c2ccc(S(C)(=O)=O)cc2)C[C@@H]2CC[C@H]1N2C(=O)NCc1cccc2ccccc12` gave TROY signal inh -7, COUP-TFII inh -7, NR5A2 inv ag 24, EBV LMP1 NFkB 2, NCOA1 inh 6, SRC2 inh 3, C8 TRAIL sens 7, NOD2 RIPK2 PPI -1, TWEAK Fn14 block -8, TLR9-MyD88 inh -3 and NCOA3 inh 6.
Cc1cc(C)c(NC2=NCCCS2)c(C)c1 was read as TROY signal inh -27, COUP-TFII inh 9, NR5A2 inv ag 1, EBV LMP1 NFkB 7, NCOA1 inh 2, SRC2 inh -4, C8 TRAIL sens -1, NOD2 RIPK2 PPI -5, TWEAK Fn14 block -5, TLR9-MyD88 inh -11 and NCOA3 inh 13.
`NC1=NC(=O)N2CC12` (stereo not given) gave TROY signal inh -6, COUP-TFII inh 2, NR5A2 inv ag -25, EBV LMP1 NFkB -4, NCOA1 inh -18, SRC2 inh 23, C8 TRAIL sens 1, NOD2 RIPK2 PPI -4, TWEAK Fn14 block 19, TLR9-MyD88 inh -9 and NCOA3 inh 1.
For CCN1CCN(C(=O)COc2ccc3c(c2)C(=O)CC2(CCN(C(C)=O)CC2)O3)CC1 the results were TROY signal inh 10, COUP-TFII inh 10, NR5A2 inv ag -4, EBV LMP1 NFkB 17, NCOA1 inh -13, SRC2 inh -15, C8 TRAIL sens 4, NOD2 RIPK2 PPI 5, TWEAK Fn14 block -18, TLR9-MyD88 inh 0 and NCOA3 inh 15.
Screening NC(=O)CN1C2CCC1CC(NC(=O)C1CC1)C2 (stereo not given) returned TROY signal inh -16, COUP-TFII inh 7, NR5A2 inv ag -19, EBV LMP1 NFkB 16, NCOA1 inh 1, SRC2 inh -6, C8 TRAIL sens -16, NOD2 RIPK2 PPI -10, TWEAK Fn14 block -3, TLR9-MyD88 inh -14 and NCOA3 inh -19.
For CN1CCN(c2c(C#N)c(C(F)(F)F)nn2C)CC1 the results were TROY signal inh 3, COUP-TFII inh 4, NR5A2 inv ag 6, EBV LMP1 NFkB 9, NCOA1 inh -10, SRC2 inh 2, C8 TRAIL sens -3, NOD2 RIPK2 PPI 11, TWEAK Fn14 block -2, TLR9-MyD88 inh -12 and NCOA3 inh 0.
`COC(=O)C(O)(c1ccc(N(C)S(=O)(=O)c2ccccc2)cc1)C(F)(F)F` (stereo not given) gave TROY signal inh -26, COUP-TFII inh -8, NR5A2 inv ag -1, EBV LMP1 NFkB -5, NCOA1 inh -17, SRC2 inh 7, C8 TRAIL sens -11, NOD2 RIPK2 PPI -15, TWEAK Fn14 block -9, TLR9-MyD88 inh 0 and NCOA3 inh -15.
For COP(=O)(NC(=O)C(Cl)(Cl)Cl)OC the results were TROY signal inh -13, COUP-TFII inh 23, NR5A2 inv ag -4, EBV LMP1 NFkB 2, NCOA1 inh 11, SRC2 inh 17, C8 TRAIL sens -1, NOD2 RIPK2 PPI -5, TWEAK Fn14 block 12, TLR9-MyD88 inh -1 and NCOA3 inh -2.
Screening C[C@]12CC[C@H](O)CC1=CC(=O)C1C2CC[C@]2(C)C(=O)CCC12 (stereo not given in full) returned TROY signal inh 5, COUP-TFII inh -9, NR5A2 inv ag -17, EBV LMP1 NFkB -1, NCOA1 inh 4, SRC2 inh 9, C8 TRAIL sens -3, NOD2 RIPK2 PPI -7, TWEAK Fn14 block 9, TLR9-MyD88 inh 1 and NCOA3 inh -9.
CCCCn1c(O)c(C=NC2CC3CCC2(C)C3(C)C)c(=O)[nH]c1=O (stereo not given) was read as TROY signal inh -28, COUP-TFII inh 10, NR5A2 inv ag -3, EBV LMP1 NFkB -2, NCOA1 inh -5, SRC2 inh 2, C8 TRAIL sens -1, NOD2 RIPK2 PPI -15, TWEAK Fn14 block 42, TLR9-MyD88 inh -2 and NCOA3 inh -9.
CCCCCn1c(=O)c(C(=O)Nc2cc(C)ccn2)c(O)c2ccccc21 was read as TROY signal inh 6, COUP-TFII inh -9, NR5A2 inv ag 3, EBV LMP1 NFkB 17, NCOA1 inh -36, SRC2 inh 2, C8 TRAIL sens 7, NOD2 RIPK2 PPI 3, TWEAK Fn14 block 5, TLR9-MyD88 inh -12 and NCOA3 inh 5.
CCC(=NCCN1CCOCC1)c1c(O)n(C2CCCCC2)c(=O)[nH]c1=O was read as TROY signal inh 1, COUP-TFII inh -3, NR5A2 inv ag 1, EBV LMP1 NFkB 7, NCOA1 inh -5, SRC2 inh -14, C8 TRAIL sens 13, NOD2 RIPK2 PPI 7, TWEAK Fn14 block 8, TLR9-MyD88 inh 0 and NCOA3 inh -3.
`CCC(=NCc1ccc2c(c1)OCO2)c1c(O)n(C)c(=O)n(C)c1=O` gave TROY signal inh 36, COUP-TFII inh 23, NR5A2 inv ag 0, EBV LMP1 NFkB 16, NCOA1 inh 11, SRC2 inh 31, C8 TRAIL sens 5, NOD2 RIPK2 PPI 1, TWEAK Fn14 block 27, TLR9-MyD88 inh -9 and NCOA3 inh 15.

An excerpt. The share of hits here may be higher or lower than overall.
